# KDM4C inh: inhibitors of GASC-1 (KDM4C) histone demethylase, primary screen, biochemical, single concentration HTS; Lysine-specific demethylase 4C (Homo sapiens), Q9H3R0; GST-KDM4C 2-372, H3K9me3 peptide, LANCE TR-FRET; inhibition, % at 12.5 µM; 96,000 compounds, 0.15% hits;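 active = mean replicate inhibition above about 25%, with at least 55% of replicates also reaching it, limit read from the data, passing the limit was not always enough; inconclusive = only one of those two conditions met; inactive = neither condition met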
# Target sequence (Q9H3R0 2-372 limits assumed): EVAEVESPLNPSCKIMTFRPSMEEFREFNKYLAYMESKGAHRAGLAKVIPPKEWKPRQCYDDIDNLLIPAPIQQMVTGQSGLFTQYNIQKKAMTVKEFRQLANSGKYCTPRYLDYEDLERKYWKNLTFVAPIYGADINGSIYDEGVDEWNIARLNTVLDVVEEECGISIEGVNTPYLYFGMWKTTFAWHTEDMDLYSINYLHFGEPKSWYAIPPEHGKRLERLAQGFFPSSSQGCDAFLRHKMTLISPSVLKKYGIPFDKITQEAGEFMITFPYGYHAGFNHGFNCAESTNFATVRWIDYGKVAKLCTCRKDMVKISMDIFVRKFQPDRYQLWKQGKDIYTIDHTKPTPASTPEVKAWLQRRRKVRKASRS
#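 System: N-terminal GST-fused human GASC-1 (KDM4C) fragment, residues 2-372 / Amount: 10 nM GST-KDM4C in enzyme reaction / Also added: H3K9me3 peptide with Fe(II)/2OG / Times: 30 min demethylation and 1 h detection at room temperature / Signal: LANCE TR-FRET / Read-out basis: Fall in 671/618 emission ratio as inhibition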
# C diff HTS: C. difficile growth inhibitors, primary screen, HTS; Clostridium difficile clinical isolate growth, OD600, 24 h; hits give low values; growth activity, negative = inhibition, % at 16 µg/mL (by protocol); 86,000 compounds, 0.25% hits;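 active = mean growth activity at or below -80% and every replicate also at or below -80%; inconclusive = mean at or below -80% but some replicate above -80%; inactive = mean growth activity above -80%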;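 also: 0% = DMSO wells and -100% = levofloxacin 16 µg/mL wells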
# Pf Dd2 inh: P. falciparum Dd2 growth inhibitors, primary screen, SYBR Green fluorescence, single dose replicates; 72 h; hits give low values; 94,000 compounds, 2.3% hits; activity change, % at 10 µM; in the data active = activity change below about -80%; inconclusive = no clear call, values can overlap the other calls
# T cruzi growth: T. cruzi intracellular proliferation inhibitors, primary screen, cell-based, beta-gal Tulahuen parasites, NIH3T3 host, luminescence. inhibition, % at 8.34 µM. 77,000 compounds, 5.9% hits. T. cruzi beta-gal in NIH3T3, GalScreen luminescence, 90 h;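 active = mean inhibition above about 93%, with at least 55% of replicates each passing it, limit read from the data, passing the limit was not always enough; inconclusive = only one of those two conditions holds; inactive = neither condition holds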
# * marks the source's active call; other numbers are inactive results; ? = inconclusive; . = not tested or not shown; & = joins results of further samples. The order is random. Share with any hit: about 7.2%.
SMILES	KDM4C inh	C diff HTS	Pf Dd2 inh	T cruzi growth
C[C@@H]1CN([C@@H](C)CO)S(=O)(=O)c2ccc(Br)cc2O[C@H]1CN(C)C(=O)c1ccncc1	1.3	1	22	30
COCC(=O)Nc1ccc2c(c1)C(=O)N(C)C[C@H](OC)[C@H](C)CN(C(C)=O)[C@H](C)CO2	-0.5	-4	43	16
COc1cccc(CN2[C@@H]3CN(C(=O)CC(F)(F)F)c4ccccc4[C@@H]3[C@@H]2CO)c1	-1.4	3	-14	26
CCC(=O)Nc1ccc2c(c1)C(=O)N(C)[C@H]1CC[C@@H](CC(=O)NCC3CCCCC3)O[C@H]1CO2	-0.2	-3	-7	-31
CC=Cc1ccc2n(c1=O)C[C@@H]1[C@@H](CO)[C@H](C(=O)NCCN3CCCCC3)N(C(C)=O)[C@H]21 (mixture of isomers)	1.4	-3	-10	.
COc1ccc(S(=O)(=O)Nc2cccc3c2O[C@H](CN(C)Cc2ccccc2)[C@H](C)CN([C@H](C)CO)C3=O)cc1	0.2	0	18	32
CN1C(=O)c2cc(NC(=O)Cc3ccccc3)ccc2OC[C@H]2O[C@H](CC(=O)NCc3ccc(Cl)cc3)CC[C@@H]21	-0.9	5	-25	-15
O=C(NC1CCCC1)[C@H]1[C@H](CO)[C@H]2Cn3c(ccc(-c4ccccc4)c3=O)[C@@H]1N2CCc1ccccc1	-0.2	4	.	28
C[C@@H]1CCCCO[C@@H](CN(C)S(=O)(=O)c2ccccc2)[C@H](C)CN([C@H](C)CO)C(=O)c2cc(NS(=O)(=O)c3ccc(Cl)cc3)ccc2O1	-3.5	-4	-60	110*
C[C@@H]1CN([C@@H](C)CO)C(=O)c2cccc(NC(=O)c3cnccn3)c2O[C@@H]1CN(C)C(=O)Nc1cccc2ccccc12	-0.2	1	-28	35
C[C@@H]1CN([C@@H](C)CO)S(=O)(=O)c2ccc(C#CC3CC3)cc2O[C@@H]1CN(C)Cc1cccc(F)c1	4.1	13	-35	.
CNC[C@H]1Oc2ncc(-c3ccc(OC)cc3)cc2C(=O)N([C@@H](C)CO)C[C@H]1C	1.3	1	-53	.
COCC(=O)NC[C@@H]1[C@@H](c2ccccc2)[C@@H](CO)N1C(C)=O	1.8	1	-27	43
C[C@@H]1CN([C@H](C)CO)C(=O)c2cc(C#CC3CCCCC3)cnc2O[C@H]1CN(C)S(=O)(=O)c1ccccc1	2.0	-4	-43	92
O=C(NC[C@H]1CC[C@H]2[C@H](CN2C(=O)C2CCOCC2)O1)c1cccnc1	.	-5	8	.
O=C(N[C@@H]1CC[C@H](CCNC(=O)C2CC2)O[C@@H]1CO)c1ccncc1	-1.3	1	.	.
CCC(=O)N1C[C@H](C)[C@H](OC)CN(C)C(=O)c2cc(NC(=O)NC(C)C)ccc2OC[C@H]1C	0.5	-2	24	2
C[C@H]1CN([C@@H](C)CO)S(=O)(=O)c2ccc(Br)cc2O[C@H]1CN(C)C(=O)Cc1ccccc1	1.2	-3	-15	60
O=C(N[C@H]1CC[C@H](CC(=O)N2CCCCC2)O[C@H]1CO)c1ccccn1	-1.2	2	11	-63
COc1ccc(CN(C)C[C@H]2OCCCC[C@@H](C)Oc3ccc(NC(=O)C4CCCCC4)cc3C(=O)N([C@@H](C)CO)C[C@H]2C)cc1	0.1	.	-39	105*
COc1ccccc1S(=O)(=O)N[C@H]1CC[C@@H](CCNC(=O)C2CCC2)O[C@@H]1CO	0.4	0	1	.
C[C@H](CO)N1C[C@H](C)[C@@H](CN(C)S(=O)(=O)c2cccs2)OCc2cnnn2CCCC1=O	.	.	21	-34
C[C@@H]1CCCCO[C@H](CN(C)S(=O)(=O)c2ccccc2)[C@H](C)CN([C@@H](C)CO)C(=O)c2cc(NC(=O)Nc3ccc(C(F)(F)F)cc3)ccc2O1	0.9	-7	?	107*
C[C@H](CO)N1C[C@H](C)[C@@H](CN(C)C(=O)CN(C)C)Oc2ncc(C3=CCCC3)cc2C1=O	0.3	-2	-14	.
C[C@@H]1CN([C@H](C)CO)C(=O)c2cc(NC(=O)Cc3ccccc3)ccc2O[C@@H]1CN(C)Cc1ccc(Cl)c(Cl)c1	-0.2	9	-3	109*

# Next section
SMILES	KDM4C inh	C diff HTS	Pf Dd2 inh	T cruzi growth
COc1ccccc1-c1ccc2n(c1=O)C[C@@H]1[C@@H](CO)[C@H](C(=O)NC3CCC3)N(C(=O)C3CCC3)[C@H]21	-0.5	-3	.	47
C[C@@H]1CN([C@H](C)CO)C(=O)c2cc(Br)cnc2O[C@H]1CN(C)Cc1ccccn1	1.3	3	16	-129
CC(C)NC(=O)N(C)C[C@H]1Oc2ccc(NC(=O)Cc3ccccc3)cc2CC(=O)N([C@H](C)CO)C[C@H]1C	-3.9	-4	7	.
COc1ccc2c3c(n(C)c2c1)[C@@H](CO)N(C(=O)CC1CC1)CC31CN(C(=O)C2CCC2)C1	-1.3	-4	-3	.
C[C@@H]1CN([C@@H](C)CO)C(=O)Cc2cc(NC(=O)Cc3ccccc3)ccc2O[C@H]1CN(C)C	-0.2	0	8	.
Cc1noc(C)c1NC(=O)Nc1ccc2c(c1)CC(=O)N([C@@H](C)CO)C[C@H](C)[C@H](CN(C)Cc1ccccc1)O2	-0.8	-2	0	21
COc1ccccc1C#Cc1ccc2c(c1)[C@H]1[C@H](CCN1C(=O)c1ccncc1)[C@@H](CO)N2	-0.4	57	-22	.
C[C@@H]1CN([C@@H](C)CO)C(=O)c2cc(NS(=O)(=O)c3ccc(F)cc3)ccc2O[C@@H](C)CCCCO[C@@H]1CN(C)CC1CCCCC1	0.0	35	-59	76
N#C[C@H]1[C@@H](c2ccc(-c3ccc(F)cc3)cc2)[C@@H](CO)N1C(=O)Cc1ccccc1	-2.8	6	-7	74
COc1ccc(NC(=O)Nc2ccc3c(c2)CC(=O)N([C@@H](C)CO)C[C@H](C)[C@H](CN(C)Cc2ccc(C(=O)O)cc2)O3)cc1	-0.2	-2	37	13
CNC[C@@H]1Oc2c(NC(=O)c3ccncc3)cccc2C(=O)N([C@@H](C)CO)C[C@@H]1C	-1.0	0	10	37
C[C@H](CO)N1C[C@H](C)[C@H](CN(C)C(=O)c2ccc(F)cc2)Oc2ncc(C#C[C@@H](C)O)cc2C1=O	0.0	-3	-5	.
OC[C@@H]1CC[C@@H]2O[C@H](CCc3ccc(C#CCc4ccccc4)cc3)[C@H](n3cc(-c4ccccc4)nn3)C[C@@H]2O1	.	-14	?	.
CCC(=O)N1CC[C@@H]2[C@H](CO)Nc3ccc(-c4ccc(C(=O)N(C)C)cc4)cc3[C@@H]21	0.0	-7	-12	108*
COc1ccc(-c2cnc3c(c2)C(=O)N([C@@H](C)CO)C[C@H](C)[C@H](CN(C)Cc2ccccc2)O3)cc1	0.4	-4	-17	-21
C[C@H]1CN([C@@H](C)CO)C(=O)c2cccc(NC(=O)Nc3ccc4c(c3)OCO4)c2O[C@@H]1CN(C)Cc1ccc2c(c1)OCO2	2.3	-2	2	47
CC=Cc1ccc2n(c1=O)C[C@@H]1[C@@H](CO)[C@H](C(=O)NC3CCC3)[C@H]2N1C(=O)c1ccccn1 (mixture of isomers)	-0.6	1	.	-28
C[C@H]1CN([C@@H](C)CO)C(=O)c2cccc(NS(=O)(=O)c3ccc(Cl)cc3)c2O[C@@H]1CN(C)C(=O)Nc1ccc(F)cc1	-2.0	7	9	13
O=C(NCCc1ccccc1)[C@H]1[C@H](CO)[C@H]2Cn3c(cccc3=O)[C@@H]1N2C(=O)C1CC1	-1.9	-3	.	26
CN(C)CC(=O)N[C@@H]1CC[C@@H](CC(=O)NCc2ccccc2F)O[C@@H]1CO	0.7	2	8	-55
O=C(C[C@H]1C[C@H]2c3cc(NC(=O)c4ccc5c(c4)OCO5)ccc3O[C@H]2[C@@H](CO)O1)NCC1CC1	-2.8	-2	7	8
O=C(CN1CCOCC1)N1CC[C@@H]2[C@@H](CO)Nc3ccc(-c4ccc(F)cc4)cc3[C@@H]21	-0.9	-7	-15	82
C[C@@H]1CN([C@@H](C)CO)C(=O)c2cc(NC(=O)Cn3cnnn3)ccc2O[C@@H]1CN(C)Cc1ccc(C(F)(F)F)cc1	-1.3	17	-3	45
COc1ccc(-c2ccc([C@@H]3[C@@H](C#N)N(C(=O)NC4CCCCC4)[C@H]3CO)cc2)cc1	-1.2	-5	-55	93
O=C(C[C@@H]1C=C[C@H](NC(=O)c2ccccc2)[C@@H](CO)O1)NCc1ccc(Oc2ccccc2)cc1	1.3	.	1	31

# 15 of the compounds above, with two lines to a compound:
# Each structure is followed by: KDM4C inh	C diff HTS	Pf Dd2 inh	T cruzi growth
> C[C@@H]1CN([C@@H](C)CO)C(=O)Cc2cc(NC(=O)Cc3ccccc3)ccc2O[C@H]1CN(C)C
    -0.2	0	8	.
> Cc1noc(C)c1NC(=O)Nc1ccc2c(c1)CC(=O)N([C@@H](C)CO)C[C@H](C)[C@H](CN(C)Cc1ccccc1)O2
    -0.8	-2	0	21
> COc1ccccc1C#Cc1ccc2c(c1)[C@H]1[C@H](CCN1C(=O)c1ccncc1)[C@@H](CO)N2
    -0.4	57	-22	.
> C[C@@H]1CN([C@@H](C)CO)C(=O)c2cc(NS(=O)(=O)c3ccc(F)cc3)ccc2O[C@@H](C)CCCCO[C@@H]1CN(C)CC1CCCCC1
    0.0	35	-59	76
> N#C[C@H]1[C@@H](c2ccc(-c3ccc(F)cc3)cc2)[C@@H](CO)N1C(=O)Cc1ccccc1
    -2.8	6	-7	74
> COc1ccc(NC(=O)Nc2ccc3c(c2)CC(=O)N([C@@H](C)CO)C[C@H](C)[C@H](CN(C)Cc2ccc(C(=O)O)cc2)O3)cc1
    -0.2	-2	37	13
> CNC[C@@H]1Oc2c(NC(=O)c3ccncc3)cccc2C(=O)N([C@@H](C)CO)C[C@@H]1C
    -1.0	0	10	37
> C[C@H](CO)N1C[C@H](C)[C@H](CN(C)C(=O)c2ccc(F)cc2)Oc2ncc(C#C[C@@H](C)O)cc2C1=O
    0.0	-3	-5	.
> OC[C@@H]1CC[C@@H]2O[C@H](CCc3ccc(C#CCc4ccccc4)cc3)[C@H](n3cc(-c4ccccc4)nn3)C[C@@H]2O1
    .	-14	?	.
> CCC(=O)N1CC[C@@H]2[C@H](CO)Nc3ccc(-c4ccc(C(=O)N(C)C)cc4)cc3[C@@H]21
    0.0	-7	-12	108*
> COc1ccc(-c2cnc3c(c2)C(=O)N([C@@H](C)CO)C[C@H](C)[C@H](CN(C)Cc2ccccc2)O3)cc1
    0.4	-4	-17	-21
> C[C@H]1CN([C@@H](C)CO)C(=O)c2cccc(NC(=O)Nc3ccc4c(c3)OCO4)c2O[C@@H]1CN(C)Cc1ccc2c(c1)OCO2
    2.3	-2	2	47
> CC=Cc1ccc2n(c1=O)C[C@@H]1[C@@H](CO)[C@H](C(=O)NC3CCC3)[C@H]2N1C(=O)c1ccccn1 (mixture of isomers)
    -0.6	1	.	-28
> C[C@H]1CN([C@@H](C)CO)C(=O)c2cccc(NS(=O)(=O)c3ccc(Cl)cc3)c2O[C@@H]1CN(C)C(=O)Nc1ccc(F)cc1
    -2.0	7	9	13
> O=C(NCCc1ccccc1)[C@H]1[C@H](CO)[C@H]2Cn3c(cccc3=O)[C@@H]1N2C(=O)C1CC1
    -1.9	-3	.	26

# Continued:
SMILES	KDM4C inh	C diff HTS	Pf Dd2 inh	T cruzi growth
C[C@@H]1CN([C@@H](C)CO)C(=O)c2c(c3ccccc3n2C)-c2ccccc2CO[C@H]1CN(C)C(=O)N[C@H](C)c1ccccc1	-1.3	-1	-66	-18
Cc1ccc(-c2cnc3c(c2)C(=O)N([C@H](C)CO)C[C@@H](C)[C@H](CN(C)C(=O)Cc2ccncc2)O3)cc1	-2.8	-6	-78	26
COc1cccc(NC(=O)N2C[C@@H](O)COC[C@@H]3O[C@@H](CC(=O)N(C)C)CC[C@H]32)c1	4.0	1&-6	.	7
C[C@H]1CN([C@@H](C)CO)C(=O)c2cc(-c3ccccc3)cnc2O[C@@H]1CN(C)Cc1ccccn1	5.8	2	3	29
C[C@@H]1CN([C@H](C)CO)C(=O)c2cc(Br)cnc2O[C@@H]1CN(C)C(=O)C1CCOCC1	-2.5	-5&4	49&13	-34&-8

# Three entries from above in a different format.
# Under each structure – KDM4C inh	C diff HTS	Pf Dd2 inh	T cruzi growth
C[C@@H]1CN([C@@H](C)CO)C(=O)c2c(c3ccccc3n2C)-c2ccccc2CO[C@H]1CN(C)C(=O)N[C@H](C)c1ccccc1
    -1.3	-1	-66	-18
Cc1ccc(-c2cnc3c(c2)C(=O)N([C@H](C)CO)C[C@@H](C)[C@H](CN(C)C(=O)Cc2ccncc2)O3)cc1
    -2.8	-6	-78	26
COc1cccc(NC(=O)N2C[C@@H](O)COC[C@@H]3O[C@@H](CC(=O)N(C)C)CC[C@H]32)c1
    4.0	1&-6	.	7
